Hep lipid drop = modulators of hepatic lipid droplet formation; AML12 mouse hepatocytes, oleate lipid droplets, BODIPY imaging; inhibition, % at 6.5 µM; hit rate 0.4% among 240,000;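 active = lipid droplet intensity inhibited by at least 50%, with more than 500 cells counted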
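Technique: fluorescence imaging, 20x objective, two fields per well / Assay system: AML12 hepatocytes (mouse) / Measure: % inhibition of lipid droplet signal / Doses: 6.5 µM single-point dosing / Incubation: overnight exposure / Reagent: 100 µM oleic acid challenge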
Insulin prom up = MIN6 insulin promoter up-regulation; z-score at 5 µM; hit rate 0.3% among 190,000; MIN6 insulin promoter-GFP reporter, high-content imaging; hits give high values; AID 1625;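 active = z-score above 3 at 5 µM with at least 500 cells counted in the well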
Autophagy HCS = autophagy modulation, high-content screen | MEF GFP-LC3 puncta imaging; test concentration mostly 10 µM | calls only at 10 µM (by protocol) | hit rate 0.98% among 190,000;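 active = percentage of spot-positive cells more than 3 SD above its plate mean, without a fluorescence outlier flag or 80% toxicity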;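 note: spot-positive cell cutoff set from DMSO-treated cells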
Dynein transport = blocks dynein driven cargo transport along microtubules; hit rate 0.47% among 220,000; 3617.4 mouse cells, GR-EGFP nuclear translocation imaging; test concentration mostly 20 µM; stimulated with dexamethasone, 1 µM; hits give low values; z-score, hits read low;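 active = plate z-score of nuclear minus cytoplasmic receptor signal below a set negative limit, without overly bright fluorescence or cell loss, cut at about -3.5 in these data, passing the limit was not always enough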;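 note: z-score of nuclear minus cytoplasmic ring GR-EGFP intensity difference per well; some compounds called inactive have numbers as strong as hits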
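Buffer or medium: tetracycline-free induction medium containing charcoal-stripped FBS / Reagent: dexamethasone agonist, 1.0 µM final, for 30 min / Technique: automated 10x imaging of fixed Hoechst-stained cells / Times: induction 48 h, compound 1 h, agonist 30 min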
CSM14.1 death rescue = protection against thapsigargin-triggered cell killing – 384-well, CSM14.1, ATP luminescence, primary screen (AID 1222); CSM14.1 thapsigargin-induced death rescue, ATP luminescence; higher % means a stronger effect; 190,000 tested, under 10 active; one-dose cellular ATP content (survival), % at 20 µM; EC50 in µM for titrated hits;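 active = EC50 below 50 µM in the dose-response confirmation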;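 note: death triggered by thapsigargin at about 15 µM added after 2 h compound pretreatment; cell ATP read after overnight thapsigargin exposure of roughly 18 to 22 hours; normalized against plate controls of thapsigargin alone and 5% DMSO vehicle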
M1AAP inhibition = P. falciparum M1AAP inhibitors, biochemical, fluorogenic H-Leu-NHMec substrate, 1536-well (AID 1445); recombinant M1AAP, H-Leu-NHMec fluorogenic kinetic assay; higher % means a stronger effect; hit rate 0.42% among 220,000; inhibition, % at 30 µM; hits with a dose series show IC50 in µM;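 active = primary inhibition above the hit cutoff, then over 50% inhibition at one or more dose response concentrations, cut at about 23% in these data, passing the limit was not always enough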;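 note: plate controls were DMSO full reaction for no effect and no enzyme background for full effect; strong numbers were not always called active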
Yfh1-depleted yeast = mitochondrial function rescue without frataxin homolog – Friedreich's ataxia, plus single-dose screen, dose response (AID 1465) | fold induction at 50 µM, or EC50 in µM where a hit was titrated | S. cerevisiae Yfh1-off respiration, WST-1 reduction, 72 h; higher fold induction means a stronger effect | hit rate 0.074% among 220,000;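 active = fold induction of absorbance versus untreated yeast above a set limit, then at least 30% activation at any dose in follow-up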;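 note: activators that raise dye reduction in frataxin-depleted yeast; strong numbers were not always called active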
M17LAP inhibition = P. falciparum M17LAP inhibitors, primary screen, biochemical, fluorogenic H-Leu-NHMec substrate, 1536-well (AID 1619). inhibition, % at 30 µM, or IC50 in µM where a hit was titrated. recombinant M17LAP, H-Leu-NHMec fluorogenic kinetic assay; higher % means a stronger effect. hit rate 0.38% among 220,000;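 active = compound inhibiting the enzyme by more than half at any dose during confirmatory dose-response retesting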;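 note: plate controls were full reaction with DMSO carrier for no effect and no enzyme background for full effect; strong numbers were not always called active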
MT stabilize HCS = microtubule stabilization, imaging screen; HeLa tubulin immunostaining HCS, 24 h; share of cells brighter than vehicle mean+2SD; % tubulin-high responders, % at 10 µM; hit rate 0.83% among 200,000;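 active = plate Z-score above 3 for both tubulin-high and condensed-nucleus cell shares, with cell loss under 80%, at 10 µM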;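 note: anti alpha tubulin signal scored within the nucleus-defined area of each cell; some results filed as inactive read as strong as hits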
Dynein transport cytoplasmic EGFP = also measured in Dynein transport; calls as there; z-score; measured here: cytoplasmic GR-EGFP intensity; hits give high values
Dynein transport nuclear GR-EGFP = recorded beside Dynein transport, whose call it bears; z-score; measured here: nuclear GR-EGFP intensity;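 lower value marks the stronger effect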
Dynein transport cell count = second read-out of Dynein transport, no call of its own (marks repeat the call); z-score; measured here: cell count per field
Insulin prom up cell count = also measured in Insulin prom up; calls as there; cell count; measured here: cytotoxicity, nuclei count;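 total cells summed across four imaged fields per well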
Hep lipid drop cells 6.5 µM = also measured in Hep lipid drop; calls as there; cell count; measured here: cell count, cytotoxicity flag;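 cells counted across two imaged fields per well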
MT stabilize HCS Hoechst-high % = second read-out of MT stabilize HCS, no call of its own (marks repeat the call); % Hoechst-high responders; measured here: nuclear condensation Hoechst responders;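 share of cells brighter than vehicle mean plus two SD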
MT stabilize HCS cytotoxicity % = also measured in MT stabilize HCS; calls as there; toxicity, %; measured here: cytotoxicity by cell density;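 0% = mean cell density of plate MIN control wells and 100% = no cells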
Autophagy HCS cell loss 18 h = further read-out of Autophagy HCS, marked with its call; toxicity, %; measured here: cell loss, nuclei count;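 cell loss after 18 h compound exposure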
* marks the source's active call; other numbers are inactive results; i = inactive; · = not tested or not shown; + = active, no number.

Values run as follows: Hep lipid drop	Hep lipid drop cells 6.5 µM	Insulin prom up	Insulin prom up cell count	Autophagy HCS	Autophagy HCS cell loss 18 h	Dynein transport	Dynein transport cytoplasmic EGFP	Dynein transport nuclear GR-EGFP	Dynein transport cell count	CSM14.1 death rescue	M1AAP inhibition	Yfh1-depleted yeast	M17LAP inhibition	MT stabilize HCS	MT stabilize HCS Hoechst-high %	MT stabilize HCS cytotoxicity %
> Cc1ccccc1CN(c1ccc(C(=O)Nc2cccnc2)cc1)S(C)(=O)=O
→ -5	754	-1.1	938	i	0	1.5	-0.15	0.88	-0.58	-1.2%	-1%	i	13%	1.6	1.7	4.9
> O=C(Cn1nnc(-c2cccs2)n1)NNC(=O)c1ccccc1Cl
→ -6	726	0.03	1200	·	·	-0.4	-0.24	0.21	0.23	·	2%	i	-8%	·	·	·
> COCC(=O)Nc1nnc(COc2ccc(Cl)cc2)s1
→ 0	707	·	·	i	-2	-0.65	-0.29	-0.98	0.91	-2.4%	11%	i	27%	4.4	3.1	3.1
> COc1ccc(OC)c(-n2c(C)nc3cc(C(=O)O)ccc32)c1
→ ·	·	-0.48	1404	i	4	-0.7	-0.2	-0.11	0.47	-1.4%	5%	i	2%	4.9	2.4	3.0
> CCN(CC)c1ccc(NC(=O)c2[nH]c(C)c(C(C)=O)c2C)c(C)c1
→ -7	665	0.66	1138	i	5	-0.7	-0.24	-0.11	0.21	·	5%	i	-2%	2.7	2.4	3.9
> CCCCOC(=O)CSc1nnc(-c2ccc(Cl)cc2Cl)o1
→ ·	·	1.8	1578	i	8	-0.25	-0.36	-0.044	-0.71	-2.2%	2%	i	-4%	4.6	2.5	9.8
> O=C(NC12CC3CC(CC(C3)C1)C2)N1CCN(C(=O)C2CCCO2)CC1 (centres undefined)
→ 14	699	-0.5	1903	i	-9	2.1	-0.13	1	-0.25	-1.4%	-2%	i	1%	5.1	2.0	6.6
> COc1ccc(COc2cc(-c3cccc(OC)c3)nc3ccc(NC(=O)c4cccnc4)cc23)cc1
→ -3	636	·	·	+	23*	0.56	-0.18	0.58	0.45	-2.1%	2%	i	6%	8.1	4.5	16
> COC(=O)c1cc(OC)c(OC)cc1NC(=O)CSc1ccccc1
→ ·	·	-0.13	845	i	-13	0.73	-0.17	0.96	0.35	-1.2%	5%	i	-6%	3.0	2.5	4.5
> O=C(O)/C(=C\c1cn(-c2ccccc2)nc1-c1cccnc1)NC(=O)c1ccccc1
→ 13	754	0.69	1073	·	·	-0.64	-0.26	-0.31	0.28	·	-1%	i	-9%	·	·	·
> COc1cc(/C=N/Nc2nc(-c3ccc(S(=O)(=O)N(C)C)cc3)cs2)ccc1O
→ 2	709	-0.82	963	·	·	-0.92	-0.044	-0.42	0.19	·	10%	i	9%	·	·	·
> Cc1cc(Nc2ccccc2)c2c([N+](=O)[O-])c(C)cc(C)c2n1
→ 3	683	0.42	1746	i	6	-0.66	-0.16	-0.45	-0.2	0.2%	7%	i	2%	2.7	1.8	6.9
> C[n+]1cccc(C2C(C#N)=C(N)Oc3c2ccc2ccccc32)c1 (centres undefined)
→ 6	741	1	1082	·	·	0.35	-0.22	0.74	-1.3	·	8%	i	4%	·	·	·
> Cc1[nH]c2ccc(-c3n[nH]c(=S)n3-c3ccc(Br)cc3)cc2c1C
→ 9	721	-0.16	1358	i	2	-0.31	0.45	-0.13	-0.66	-1.7%	10%	i	9%	0.7	1.8	1.4
> Cc1cc(C(=O)OCC(=O)Nc2nnc(C(C)C)s2)c2ccccc2n1
→ -17	599	·	·	i	12	-0.42	-0.25	-0.042	0.71	-2.6%	7%	i	6%	3.6	0.9	6.7
> COc1ccc(-c2nc(/C=C3\C(C)=Nc4ccccc43)c(O)o2)cc1
→ 1	659	-0.08	1290	+	23*	2.3	4.4	1.9	-2.3	-4.0%	11%	i	3%	2.1	4.2	4.5
> COc1ccc(C(=O)OCC(=O)NCC2CCCO2)cc1[N+](=O)[O-] (centres undefined)
→ -1	662	2.3	1158	i	2	-0.8	-0.31	-0.057	1.4	-1.0%	0%	i	-2%	2.5	2.8	6.9
> Brc1cccc(CNCCCN2CCOCC2)c1
→ 25	682	-0.1	1514	i	4	-0.21	-0.22	0.029	0.8	-0.3%	1%	i	-4%	3.3	2.0	12
> COC(=O)c1cc2ccsc2n1Cc1cc(=O)n2ccccc2n1
→ ·	·	2.1	1103	i	5	-0.66	-0.35	-0.29	0.41	-0.9%	2%	i	5%	3.0	2.0	8.7
> CCN(CC)S(=O)(=O)c1ccc(Cl)c(NC(=O)CSc2cccc[n+]2[O-])c1
→ -12	675	0.36	1415	·	·	-0.014	0.063	-0.055	-0.39	·	-4%	i	4%	·	·	·

Among those listed so far, 2 have a COOH group:
Values run as follows: Hep lipid drop	Hep lipid drop cells 6.5 µM	Insulin prom up	Insulin prom up cell count	Autophagy HCS	Autophagy HCS cell loss 18 h	Dynein transport	Dynein transport cytoplasmic EGFP	Dynein transport nuclear GR-EGFP	Dynein transport cell count	CSM14.1 death rescue	M1AAP inhibition	Yfh1-depleted yeast	M17LAP inhibition	MT stabilize HCS	MT stabilize HCS Hoechst-high %	MT stabilize HCS cytotoxicity %
> COc1ccc(OC)c(-n2c(C)nc3cc(C(=O)O)ccc32)c1
→ ·	·	-0.48	1404	i	4	-0.7	-0.2	-0.11	0.47	-1.4%	5%	i	2%	4.9	2.4	3.0
> O=C(O)/C(=C\c1cn(-c2ccccc2)nc1-c1cccnc1)NC(=O)c1ccccc1
→ 13	754	0.69	1073	·	·	-0.64	-0.26	-0.31	0.28	·	-1%	i	-9%	·	·	·

Following part:
Values run as follows: Hep lipid drop	Hep lipid drop cells 6.5 µM	Insulin prom up	Insulin prom up cell count	Autophagy HCS	Autophagy HCS cell loss 18 h	Dynein transport	Dynein transport cytoplasmic EGFP	Dynein transport nuclear GR-EGFP	Dynein transport cell count	CSM14.1 death rescue	M1AAP inhibition	Yfh1-depleted yeast	M17LAP inhibition	MT stabilize HCS	MT stabilize HCS Hoechst-high %	MT stabilize HCS cytotoxicity %
> CCOC(=O)CON1C(=O)C(=O)N(OCC(=O)OCC)[C@H]2CCCC[C@H]21
→ 13	668	0.02	1102	·	·	0.11	-0.18	0.47	0.6	·	4%	i	16%	·	·	·
> CS(=O)(=O)N(Cc1ccccc1)c1ccc(C(=O)N2CCN(c3cccc(Cl)c3)CC2)cc1
→ -6	773	-0.32	884	i	-3	-0.23	-0.25	-0.029	0.56	-2.5%	4%	i	1%	2.0	0.9	6.5
> COC(=O)Cc1csc(Nc2ccc(F)c(Cl)c2)n1
→ -8	699	0.6	1233	i	1	0.67	-0.32	0.84	-0.4	0.3%	0%	i	4%	3.8	2.9	4.7
> CN(C)C(=O)c1cn(-c2ccccc2)c(=O)c2ccccc12
→ ·	·	-0.12	1571	i	5	-0.6	-0.14	-0.43	0.8	-0.2%	-4%	i	6%	2.2	1.4	7.0
> Cc1cccc(CSc2nnc(-c3ccco3)n2C)c1
→ ·	·	-0.83	1114	i	-5	-0.89	-0.19	-0.23	0.24	-0.9%	-1%	i	2%	3.0	1.3	7.6
> CCC(C)NC(=O)c1cc(OC)c(OC)c(OC)c1 (centres undefined)
→ ·	·	0.34	1183	i	6	0.11	0.45	0.99	-1.6	-0.4%	-3%	i	-9%	1.7	1.8	6.4
> O=C(CSc1nc(SCC(=O)NCc2ccccc2)n(-c2ccccc2)n1)NCc1ccccc1
→ -9	769	0.1	969	i	-8	-0.48	-0.16	-0.32	0.57	-1.2%	13%	i	-12%	0.9	0.9	4.6
> Cn1cnnc1SCc1nnc(-c2ccccc2Br)o1
→ -11	665	0.06	1105	i	-21	-0.095	-0.15	0.035	-0.18	-0.4%	7%	i	-8%	3.7	1.8	8.0
> Cc1oncc1-c1cn2ccccc2n1
→ -4	798	0.35	720	i	-3	-0.54	-0.085	-0.38	0.57	-2.7%	6%	i	4%	2.2	1.6	4.2
> Cc1ccccc1NC(=O)/C(=C/c1ccco1)c1ccccc1
→ 7	757	-0.37	891	i	31	-0.045	-0.14	0.17	0.18	-1.3%	19%	i	9%	1.3	1.0	7.5
> Cc1c(C=C2C(=O)c3ccccc3C2=O)cc(C#N)n1C
→ -9	699	0.2	1432	·	·	-0.099	-0.22	-0.15	0.03	·	1%	i	15%	·	·	·
> Cc1cc(N/N=C/c2ccc(F)cc2)nc(-n2nc(C)cc2C)n1
→ 2	716	-1.6	688	·	·	1.3	-0.26	1.4	-1.3	·	-4%	i	16%	·	·	·
> CCC(C)[C@H](NC(=O)NCc1ccccc1Cl)C(=O)O (some centres undefined)
→ 0	756	-0.32	1217	i	5	0.54	-0.14	0.48	0.47	3.1%	-2%	i	14%	4.1	3.1	6.7
> c1csc(Cc2nn3c(-c4n[nH]c5c4CCC5)nnc3s2)c1
→ 10	737	-0.85	948	i	-3	-0.075	-0.35	0.028	0.19	-1.0%	9%	i	2%	4.8	3.0	2.8
> C[C@H](NC(=O)c1nc[nH]c1C(=O)N1CCc2ccccc2C1)C(=O)OCc1ccccc1
→ -12	636	-0.23	1074	·	·	0.0066	-0.68	0.066	0.00066	·	-3%	i	0%	·	·	·
> CN(C)/C=C(\C=N\OCc1ccc(Cl)cc1Cl)C(=O)Nc1ccc(Cl)c(Cl)c1
→ 3	673	0	1828	i	13	-0.26	-0.19	-0.43	-0.011	-0.4%	1%	i	10%	3.9	1.5	9.5
> COc1cccc(S(=O)(=O)Nc2ccc(C(=O)N3CCN(C(=O)c4ccco4)CC3)cc2)c1
→ 11	736	·	·	i	-4	0.6	-0.25	0.31	0.92	1.4%	-1%	i	25%	3.8	2.3	4.8
> COc1ccc(/C=N/n2c(-c3ccc(C)cc3)n[nH]c2=S)cc1OC
→ -11	698	-0.55	1083	·	·	1.2	-0.12	0.45	-2.1	·	2%	i	1%	·	·	·

Screening data (PubChem BioAssay)
